# Assay outcomes: PubChem BioAssay, several laboratories
# PABP1 MLLE inh = inhibitors of microRNA-mediated deadenylation, human PABP1 MLLE binding. GST-MLLE / FITC-PAM2 fluorescence polarization. inhibition, % at 20 µM. AID 588489. hit rate 0.36% among 360,000; in the data active means inhibition above about 35%, passing the limit was not always enough;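 further: plate controls were DMSO wells with GST-MLLE for no effect and wells lacking GST-MLLE protein for full effect; some results filed as inactive read as strong as hits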
# SKN-1 block = C. elegans SKN-1 inhibition | C. elegans VP596 Pgst-4::GFP/RFP ratio, acrylamide-induced, 24 h | inhibition, % at 21.8 µM | hit rate 0.49% among 360,000 | AID 624304;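 active means interference check ratio from 0.5 to 1.5 plus GFP to RFP signal ratio inhibition reaching or exceeding a fixed threshold, cut at about 30% in these data, passing the limit was not always enough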; further: some compounds called inactive have numbers as strong as hits
# eLon inh = inhibits E. coli Lon protease. hit rate 0.42% among 360,000. AID 602123. inhibition, % at 7.94 µM. purified E. coli Lon protease, fluorescence polarization; in the data active means inhibition above about 13%, passing the limit was not always enough;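 further: 0% = enzyme with probe and DMSO and 100% = no enzyme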
# FAS-TE inh = blocks the thioesterase domain of human fatty acid synthase; hit rate 0.67% among 360,000; AID 602261; recombinant FAS-TE, OMFH fluorogenic substrate, fluorescence endpoint; inhibition, % at 15 µM;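 active means compounds whose normalised, plate-corrected inhibition of enzyme fluorescence in the single-dose primary screen is 50% or more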;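 further: 0% = DMSO with enzyme and 100% = substrate without enzyme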
# NRP1-CendR mod = modulators of CendR peptide binding to human neuropilin-1. O14786. FAM-RPARPAR peptide binding to NRP-1, fluorescence polarization. inhibition, % at 25 µM. hit rate 0.85% among 360,000;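 active means inhibition or corrected inhibition above about 18%, plus a signal ratio from 0.5 to 1.5, limit read from the data, passing the limit was not always enough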; further: strong numbers were not always called active
# MT1-MMP act inh = blocks activation of human MT1-MMP; GFP/RFP ratio change, % at 20 µM; hit rate 0.061% among 360,000; AID 651647; P50281; HT1080 RFP-PRO-GFP cells, GFP/RFP ratio fluorescence, overnight; percent of plate control window, DMSO zero;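 active means GFP/RFP ratio change of at least 30% with cell ATP level not reduced by more than half and red fluorescence within 50% of control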; further: strong numbers were not always called active
#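 Compound: 20 µM single dose, 1% DMSO / System: HT1080 RFP-PRO-GFP cells / Controls: DMSO and RFP-L50D-GFP cell wells / Read-out basis: GFP/RFP fluorescence ratio / Schedule: overnight compound exposure at 37 °C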
# Neddyl block = cullin neddylation inhibition. P61081+Q13564. AID 651699. TR-FRET cullin neddylation, biochemical. hit rate 0.58% among 360,000. calls only at 25 µM; in the data active means inhibition above about 36%
# Target sequence (P61081 whole entry, looked up): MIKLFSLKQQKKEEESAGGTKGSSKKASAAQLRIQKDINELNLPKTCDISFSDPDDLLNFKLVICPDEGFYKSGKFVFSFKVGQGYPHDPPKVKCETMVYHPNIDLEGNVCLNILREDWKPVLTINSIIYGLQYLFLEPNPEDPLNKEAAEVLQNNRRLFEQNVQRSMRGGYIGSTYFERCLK
# Target sequence (Q13564 whole entry, looked up): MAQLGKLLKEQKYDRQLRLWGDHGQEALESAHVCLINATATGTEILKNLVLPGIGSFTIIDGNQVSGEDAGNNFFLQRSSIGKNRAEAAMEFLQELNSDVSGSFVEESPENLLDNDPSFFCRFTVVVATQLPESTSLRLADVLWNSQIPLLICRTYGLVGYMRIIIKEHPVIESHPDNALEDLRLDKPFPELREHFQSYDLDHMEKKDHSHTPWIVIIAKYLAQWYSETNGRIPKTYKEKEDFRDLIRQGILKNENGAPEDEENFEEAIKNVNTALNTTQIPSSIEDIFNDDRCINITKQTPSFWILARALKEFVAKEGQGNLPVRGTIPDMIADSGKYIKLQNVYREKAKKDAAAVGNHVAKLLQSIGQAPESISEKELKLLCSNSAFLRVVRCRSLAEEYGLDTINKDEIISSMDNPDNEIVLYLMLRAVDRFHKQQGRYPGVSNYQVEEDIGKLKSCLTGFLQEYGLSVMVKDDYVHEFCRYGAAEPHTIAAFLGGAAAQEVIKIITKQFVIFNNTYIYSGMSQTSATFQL
# Rin1-Abl PPI inh = inhibitors of human Rin1-Abl protein interaction; P00519+Q13671; TR-FRET Rin1/Abl binding, biochemical; inhibition, % at 7.35 µM; hit rate 0.4% among 360,000; AID 588664; in the data active means inhibition above about 5%, passing the limit was not always enough
# MsrA act = activates bovine MsrA enzyme; hit rate 0.3% among 360,000; AID 602163; activation, % at 10.6 µM; purified bovine MsrA, absorbance read-out; in the data active means activation above about 7.5%;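 further: 0% = vehicle and 100% = reference activator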
# * marks the source's active call; other numbers are inactive results; i = inactive; nt = not tested or not shown. No enrichment for hits. About 4% of those tested had a hit in this group.
SMILES,PABP1 MLLE inh,SKN-1 block,eLon inh,FAS-TE inh,NRP1-CendR mod,MT1-MMP act inh,Neddyl block,Rin1-Abl PPI inh,MsrA act
O=C(CSCc1ccc(F)cc1)N1CCN(c2ccc(F)cc2)CC1,8,2,-5,8,2,10,i,0,-1
O=S(=O)(NCc1c(Cl)cccc1Oc1ccccc1)c1ccccc1,1,16,-8,32,-12,-2,i,-1,-1
NS(=O)(=O)c1cc(C(=O)N=Nc2c(O)[nH]c3ccccc23)ccc1Cl,-2,4,1,-1,5,-3,i,-3,-2
COc1ccc(/C=N/NC(=O)c2cccc(Br)c2)cc1COc1ccccn1,-6,7,-1,-5,13,1,i,-2,-3
CC(=O)c1cccc(NC(=O)c2ccc(N(C)S(=O)(=O)c3ccc(C)cc3)cc2)c1,-15,-2,-11,18,4,2,i,2,-15
Cc1ccc(C)c(S(=O)(=O)NCCN2CCOCC2)c1,11,2,2,-6,6,0,i,1,-2
CCCCCN1CN(S(=O)(=O)c2cccs2)c2nc3ccccc3nc21,-9,8,-3,11,0,1,i,-5,-3
C[N+](C)(C)CCN1C(=O)c2ccccc2C1=O,nt,23,-1,-10,-5,6,i,nt,-1
CCOC(=O)Cc1nn(Cc2nc(-c3ccc(C#N)cc3)cs2)c(=O)c2ccccc12,-6,13,2,19,-1,6,i,-1,-1
COc1cc(-c2nc(CN(C)Cc3nnc(C)o3)c(C)o2)ccc1F,-9,-2,-2,2,1,3,i,3,-7
CNC(=O)c1c(C)nn(-c2ccc(F)c(Cl)c2)c1-c1cc(C)on1,-8,-3,-6,0,1,-1,i,1,-6
Cc1cc(NS(=O)(=O)c2ccc(NC(=O)COc3cc(C)c(Cl)c(C)c3)cc2)no1,-5,1,-4,3,-2,13,i,0,-3
N#Cc1ccc(C(=O)Nc2nnc(-c3ccco3)o2)cc1,-14,1,5,-4,-8,-2,i,2,-4
Cc1csc(=O)n1CCC(=O)OCC(=O)Nc1ccc(Cl)cn1,19,16,11,-4,-4,-1,i,2,0
O=C(CSc1ccc2nnc(CCNS(=O)(=O)c3ccccc3)n2n1)Nc1nc2ccccc2s1,2,11,3,-6,-26,-5,i,0,-9
COc1ccc(CN2CCNC(=O)C2CC(=O)N(C)Cc2nccn2C)cc1OC (configuration not stated),7,25,2,-5,11,5,i,5,-2
COc1cc(C(=O)OCc2cc(=O)c(O)co2)ccc1OC(F)F,6,3,7,1,11,7,i,3,-1
COc1ccc(Cc2nnc(NC(=O)c3ccccc3F)s2)cc1OC,9,-15,15,-2,-5,0,i,1,-4
O=C(Cc1cccc2ccccc12)Nc1ccc(O)cc1C(=O)O,1,6,1,-5,-16,-6,nt,-1,-2
Cc1ccc(NC(=O)NC2CC(=O)N(c3ccc4c(c3)OCCO4)C2)cc1 (configuration not stated),0,-6,0,0,-14,-2,i,0,-3
COc1ccc(-c2oc3c4c2C(=O)OCCOC4CCC3)cc1 (configuration not stated),nt,10,10,-7,15,3,nt,nt,-1
CCN(c1nc(N)c(C(=O)N=C(N)N)nc1Cl)C(C)C,25,5,-6,-14,-18,-1,i,-4,2
Nc1nc(-c2ccco2)c(-c2ccco2)s1,44*,25,2,1,-31,-5,i,2,-7
Cn1c(=O)oc2cc(S(=O)(=O)NCc3ccccn3)ccc21,1,-1,0,-6,-11,2,i,3,-3
CCn1c(CCc2ccccc2)n[nH]c1=S,-20,4,1,-4,7,-1,i,0,-2
CN1OC[C@@H]2CN(Cc3cc(Cl)cc(Cl)c3)[C@H](c3cccc(Oc4ccccc4)c3)C[C@@H]21,13,-7,-7,18,-8,-5,i,-5,3
Cc1ccc(C2C(C#N)=C(N)Oc3n[nH]c(-c4cccs4)c32)s1 (configuration not stated),12,3,2,-6,-2,3,i,2,1
COC(=O)c1ccc(/C=N/N2CCN(Cc3ccccc3)CC2)cc1,8,24,-5,8,5,3,i,-1,-6
Cc1ccccc1C1N=C2Oc3ccccc3C=C2C(=O)N1 (configuration not stated),22,3,3,-7,1,-1,nt,2,-11
COC(=O)[C@@]12C[C@@H](CC(=O)NCc3ccccc3)C(=O)N(Cc3ccco3)C1=CCC(C)(C)C2,nt,4,nt,nt,-4,-3,i,nt,nt
N#CC1=C(Nc2ccccc2Cl)SC(c2ccccc2O)NC1=O (configuration not stated),-23,2,6,-5,7,-1,i,-5,-5
CC(=O)c1cccc(NC(=O)c2cccc3c(-c4cccnc4)coc23)c1,8,10,-2,-6,-16,nt,i,-5,-8
CCC1CN(C(=O)N2CCC(C(=O)NCc3ccccc3OC)CC2)c2cc(C)ccc2O1 (configuration not stated),-1,10,3,4,-15,-2,i,3,-1
COc1ccc(-c2c(C#Cc3ccc(N(C)C)cc3)c3ccccc3n2C)cc1,-8,13,7,4,6,-4,i,4,-5
COc1ccc(NC(=O)C(=O)NCC(=O)Nc2cccc(C(F)(F)F)c2)cc1,3,9,2,-3,11,-1,i,2,-2
CCOC(=O)C1CCN(C(=S)NC2CC3C=CC2C3)CC1 (configuration not stated),-110,19,4,-2,-9,7,i,-5,-3
COc1cc(/C=N/NC(=O)c2ccc3c(c2)OCCO3)c(Br)c(Br)c1O,-23,-8,11,-4,4,-3,i,-4,-4
C[C@H]1CN([C@@H](C)CO)C(=O)c2cc(Br)cnc2O[C@H]1CN(C)Cc1ccccc1C(=O)O,11,1,2,-5,8,-4,i,-1,-2
CCCCN1Cc2cc(C(=O)c3cc(F)ccc3O)cnc2NC1=O,-7,3,-2,0,0,-4,i,-2,-4
O=C(NC1(C(F)(F)F)NC(=O)N(c2ccccc2F)C1=O)c1ccncc1 (configuration not stated),-2,4,-1,-9,20,-4,i,0,-2
CC(C)NC(=O)N1Cc2cc(C(=O)NC3CCCCC3)nc(-c3cccc(-c4cccnc4)c3)c2[C@@H]1CCO,nt,14,-3,-1,3,-3,i,nt,-2
COc1ccc([N+](=O)[O-])cc1NS(=O)(=O)c1cc(C(=O)N2CCN(C)CC2)ccc1OC,9,13,-3,-4,18,-3,i,3,-4
CCCS(=O)(=O)NC(=O)C1(C)CCN(C(=O)c2ccc(F)cc2Cl)C1 (configuration not stated),10,0,-16,-7,1,3,i,-7,-4
Cc1nn(C)c(C)c1/C=C/C(=O)O,4,10,6,-10,-12,-2,i,4,-5
Cc1cccc(Oc2coc3cc(OC(=O)c4cccs4)ccc3c2=O)c1,-4,-1,6,19,9,4,i,-1,-4
Cn1c(CNc2ccc(Cl)cc2)nc2ccccc21,3,0,-5,14,-6,4,i,1,-1
O=C(CCCn1cc([N+](=O)[O-])cn1)NCc1ccccc1,0,0,-1,11,-10,-2,i,-4,-2
COc1ccc(N2CC(C(=O)OCC(=O)NCc3ccccc3)CC2=O)cc1 (configuration not stated),-1,10,12,-4,6,nt,i,2,-2
COc1ccc(Br)cc1/C=N/N1CCN(Cc2ccccc2)CC1,4,20,-4,36,-7,-1,i,2,-3
S=C(NCc1ccco1)Nc1cc(-c2ccccc2)[nH]n1,-83,-2,6,10,-12,0,i,1,-2
COCC(=O)n1nc(-c2ccccc2)nc1NCc1ccc(F)cc1,2,-33,-8,-2,8,-2,i,4,-2
O=C(Nc1ccccc1SCC1CSc2nc3ccccc3c(=O)n21)c1ccccc1Cl (configuration not stated),4,17,7,-6,6,3,i,2,-13
O=S(=O)(c1cccc(C(F)(F)F)c1)N1CCN(C(=S)NC2CC2)CC1,-138,-1,-1,-7,0,1,i,1,-4
Cc1ccc(-n2[nH]c(C)c(C=NCc3ccncc3)c2=O)cc1,-2,-1,-4,-4,-12,-2,i,-3,-2
Cc1cc(=O)oc2cc(N3C(=O)CC(Cc4ccccc4)C3=O)ccc12 (configuration not stated),1,-6,8,11,-10,2,i,-3,-2
Cc1ccccc1-c1cc(C(=O)N2CCCC2)c2ccccc2n1,29,-7,-7,-8,-3,-3,i,1,2
O=C(Nc1ccc(S(=O)(=O)N2CCCC2)cc1)c1cccnc1,-10,-6,2,-5,-7,4,i,1,-5
O=C(c1cn(-c2ccccc2)nc1-c1ccccc1)n1nnc2ccccc21,-14,1,-7,5,-13,3,i,2,2
Cc1cc(C)n(C(=O)CNC(=O)c2ccco2)n1,9,-3,3,-8,-12,7,i,0,-2
COC(=O)c1ccccc1N=Nc1c(C)noc1C,1,2,0,3,5,-4,i,-3,-4

# Part of the list above in order of SMILES length, largest number first:
SMILES,PABP1 MLLE inh,SKN-1 block,eLon inh,FAS-TE inh,NRP1-CendR mod,MT1-MMP act inh,Neddyl block,Rin1-Abl PPI inh,MsrA act
O=C(CCCn1cc([N+](=O)[O-])cn1)NCc1ccccc1,0,0,-1,11,-10,-2,i,-4,-2
COc1ccc(Br)cc1/C=N/N1CCN(Cc2ccccc2)CC1,4,20,-4,36,-7,-1,i,2,-3
Cc1nn(C)c(C)c1/C=C/C(=O)O,4,10,6,-10,-12,-2,i,4,-5

# Single values from the list.
# Cn1c(CNc2ccc(Cl)cc2)nc2ccccc21 in MsrA act: -1
# COCC(=O)n1nc(-c2ccccc2)nc1NCc1ccc(F)cc1 in PABP1 MLLE inh: 2
# Cc1nn(C)c(C)c1/C=C/C(=O)O in MT1-MMP act inh: -2

# Later entries:
SMILES,PABP1 MLLE inh,SKN-1 block,eLon inh,FAS-TE inh,NRP1-CendR mod,MT1-MMP act inh,Neddyl block,Rin1-Abl PPI inh,MsrA act
CN(NC1OC(=O)c2ccccc21)c1ccc(C(F)(F)F)cc1[N+](=O)[O-] (configuration not stated),-4,7,-5,-6,1,0,i,-2,-3
CC(NC(=O)c1ccc(S(=O)(=O)C(F)F)cc1)c1ccccc1 (configuration not stated),3,2,-4,-1,4,1,i,0,-1
COc1ccc(N2CCN(CC(=O)N3N=CCC3c3ccccc3)CC2)cc1 (configuration not stated),6,4,14,-10,2,-3,i,2,-9
COc1ccc(CC(=O)Oc2ccc(Cl)cc2Br)cc1S(=O)(=O)N1CCOCC1,6,9,9,-1,0,2,i,-2,-3
O=C(Nc1ccccc1C(=O)N1CCOCC1)C1CC(=O)N(C2CCCC2)C1 (configuration not stated),-3,-5,4,-10,-6,-1,i,3,-9
C/C(=N\NC(=O)C1(C)CC1(Br)Br)c1ccc([N+](=O)[O-])cc1 (configuration not stated),1,12,-10,2,-10,0,i,0,-10
CCOc1cc(-c2nn3cnnc3s2)cc(OCC)c1OCC,-62,-11,2,-6,3,-3,i,4,-1
COc1ccc2ccc(O)c(CN3CCN(S(=O)(=O)c4cccc(C(F)(F)F)c4)CC3)c2c1,21,-11,-9,32,1,-6,i,1,-5
O=[N+]([O-])c1cccc(CN2C[C@@]34C=C[C@@H](C[C@@H]3S2(=O)=O)O4)c1,-10,-8,-1,-9,14,5,i,0,-2
COc1ccc(C(=O)Nc2cccc(C)c2)cc1,-8,-1,3,-2,-6,3,i,-3,2
CN(CC#CC1(O)c2ccccc2-c2ccccc21)Cc1ccccc1,-6,8,0,-8,15,-1,i,-1,-2
Cc1ccc(S(=O)(=O)N2CCC(C(=O)Nc3ccc4c(c3)OCO4)CC2)cc1,-9,-5,5,7,0,9,i,1,1
Cc1onc(-c2ccccc2Cl)c1C(=O)Nc1ccc(-c2cn3cccnc3n2)cc1,2,-36,2,-6,3,3,nt,-1,-12
C/C(=N\NC(=S)Nc1c(C)cccc1C)c1ccc(O)cc1,30,-10,-2,0,0,4,i,-1,-3
Cc1cccc(Nc2cc(=O)[nH]c(=O)[nH]2)c1,17,-8,2,-9,6,4,i,0,-3
Cc1ccc2cc(CNC(C)C)c(=O)[nH]c2c1,-18,13,-8,-4,-10,-2,i,2,-1
COc1ccc(C2(CNC(=O)c3cccc([N+](=O)[O-])c3)CCOCC2)cc1OC,-8,2,-3,-3,-1,6,i,-2,-5
